Source: PubChem BioAssay
IL1B NFkB pot – enhances IL-1B driven NFkB nuclear translocation; HUVEC IL-1B NFkB p65 nuclear translocation imaging; activation, % at 2 µM; 94,000 compounds, 0.3% hits; AID 819;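 active = activation above 40%, about the mean plus 3 SD, also judged a hit on visual image review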;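 also: percent activation is computed from the nuclear over cytoplasmic p65 intensity ratio; values of inactives mirror those of a sister screen read the other way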
IL1B NFkB inh – blocks IL-1B driven NFkB nuclear translocation in HUVEC cells | HUVEC IL-1B NFkB p65 nuclear translocation imaging | inhibition, % at 2 µM | 94,000 compounds, 0.43% hits | AID 796;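 active = inhibition above about 30% together with a positive call from visual inspection of the well image, limit read from the data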;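 also: nuclear over cytoplasmic p65 intensity ratio measured by imaging; 0% = IL-1B stimulated DMSO wells and 100% = unstimulated DMSO wells; values of inactives mirror those of a sister screen read the other way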
Bcl-B displacement – displacers of TR3 peptide from Bcl-B, primary screen, selectivity assay for Bfl-1 inhibitor project, biochemical, fluorescence polarization; FP displacement of FITC-TR3 peptide from Bcl-B; higher % means a stronger effect; displacement, % at 20 µM, or IC50 in µM where a hit was titrated; 96,000 compounds, 0.11% hits;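 active = displacement above 50% at 20 µM plus a fluorescence interference ratio under 1.5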;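 also: plate controls were wells without compound for no effect and wells lacking Bcl-B protein for full effect; a part of the inactive calls stands beside numbers as strong as those of hits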
PLAP inhibition – inhibition of human placental alkaline phosphatase – biochemical, luminescence, HTS (AID 690). purified PLAP, luminescent substrate; higher % means a stronger effect. inhibition, % at 20 µM, or IC50 in µM where a hit was titrated. 96,000 compounds, 0.08% hits; in the data active = a potency from the dose series; inactive = the rest, 99 in 100 with inhibition below about 30%; also: strong numbers were not always called active
MRP reversal – MRP-mediated drug resistance reversal. 85,000 compounds, 0.04% hits. H69AR cells + 2 uM doxorubicin, CellTiter-Glo, 72 h. differential viability (reversal), % at 10 µM. AID 602;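 active = viability drop by adding the cancer drug above about 55%, with treated viability meeting a 40% cutoff, limit read from the data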;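 also: viability without doxorubicin minus viability with 2 µM doxorubicin for each compound; larger differential means the compound sensitizes cells more to doxorubicin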
MRP reversal cytotoxicity – also measured in MRP reversal; calls as there; viability, %; H69AR cells, CellTiter-Glo, 72 h; measured here: cytotoxicity without doxorubicin
MRP reversal with doxorubicin – further read-out of MRP reversal, marked with its call; viability, %; measured here: viability with 2 uM doxorubicin; hits give low values
IL1B NFkB inh cell count 2 µM – recorded beside IL1B NFkB inh, whose call it bears; cell count; measured here: cells passing quality filter;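 raw number of nuclei counted in each imaged well without normalization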
IL1B NFkB pot cell count 2 µM – recorded beside IL1B NFkB pot, whose call it bears; cell count; measured here: cells passing quality filter
An asterisk follows results filed as active; . = not tested or not shown. Some of the compounds tested; the hit share may differ from the screen's.

Second line of a record: MRP reversal with doxorubicin	MRP reversal	IL1B NFkB inh	PLAP inhibition	IL1B NFkB pot	IL1B NFkB pot cell count 2 µM	IL1B NFkB inh cell count 2 µM	Bcl-B displacement	MRP reversal cytotoxicity
1) COc1cc(NS(=O)(=O)c2ccc(N=Cc3c(C)[nH]n(-c4ccccc4)c3=O)cc2)nc(OC)n1
→ .	.	3	-51%	-3	158	158	-7%	.
2) Cc1cccc(NC(=O)CSc2nnc(-c3ccc(S(=O)(=O)N4CCOCC4)cc3)n2C)c1
→ 57	26	6	-49%	-5	182	182	-10%	83
3) O=C(CCCc1ccccc1)NCCCN1CCOCC1
→ 82	8	4	15%	-4	115	115	-9%	90
4) CCCS(=O)(=O)N1CCCC(C(=O)NCCc2ccc(Cl)cc2)C1 (configuration not stated)
→ 94	5	-8	0%	7	147	147	-7%	98
5) O=C1c2ccccc2C(=O)N1CCCc1nc(-c2ccccn2)no1
→ 100	-9	-10	-9%	10	164	164	-1%	90
6) C/C(=N\NC(=O)c1ccccc1O)C1C(=O)c2ccccc2C1=O
→ .	.	-17	-105%	17	149	149	-8%	.
7) CCn1c(SCC(=O)Nc2nccs2)nnc1-c1ccc(C)cc1
→ 96	3	5	.	-5	142	142	.	99
8) CC(NC(=O)c1ccccc1NC(=O)c1ccco1)c1ccccc1 (configuration not stated)
→ 104	-9	3	14%	-3	110	110	-4%	95
9) OC1(c2cccnc2)CCN(Cc2nnnn2C2CCCCC2)CC1
→ 97	0	6	6%	-7	131	131	-7%	97
10) CCC(C)[C@H](NC(=O)NCc1ccco1)C(=O)O (some centres not stated)
→ 103	-7	4	-2%	-4	117	117	-3%	96
11) Cc1ccc2[nH]c3c(c2c1)CCC3=O
→ 106	-10	7	0%	-7	95	95	-12%	96
12) O=C(NCc1ccc2c(c1)OCO2)C1CC(c2ccc(Cl)cc2)=NO1 (configuration not stated)
→ 100	5	8	6%	-8	174	174	-5%	105
13) COc1ccc2c(-c3cccnc3)cc(=O)[nH]c2c1
→ 86	1	7	-1%	-7	149	149	-10%	86
14) COc1ccc(OC)c(C2C(C#N)=C(N)Oc3cc(C)[nH]c(=O)c32)c1 (configuration not stated)
→ 99	-3	4	-8%	-4	181	181	-7%	95
15) CCC(C)(C)n1nnnc1C(c1cccnc1)N1CCN(c2cccc(C(F)(F)F)c2)CC1 (configuration not stated)
→ 86	-7	-19	-31%	19	169	169	-3%	78
16) O=C(CNC(=S)NC(=O)c1ccco1)c1ccccc1
→ .	.	7	-14%	-7	142	142	-6%	.
17) Cc1cccc(NC(=O)NNC(=O)c2cc(-c3ccccc3Cl)nc3ccccc23)c1
→ .	.	2	-72%	-2	198	198	6%	.
18) COC(=O)c1c(N)n(-c2ccc(NC(C)=O)cc2)c2nc3ccccc3nc12
→ 97	-8	.	-55%	.	.	.	3%	89
19) CC(=O)CCn1c(=O)n(CCC(C)=O)c(=O)n(CCC(C)=O)c1=O
→ 93	-8	-3	.	3	93	93	.	86
20) CCC(=O)c1ccc(OCC(O)CN2CCOCC2)cc1 (configuration not stated)
→ 99	-9	0	-8%	0	132	132	-1%	90
21) CN(CCO)C(=O)CCC(=O)Nc1ccc(S(N)(=O)=O)cc1
→ 94	-1	-1	-41%	1	173	173	-2%	92
22) Cc1ccc(NC(=O)c2nccnc2C(=O)O)cc1C
→ 90	4	7	7%	-7	162	162	1%	94
23) Cc1cc(C)n2c(SCC#N)nnc2n1
→ 90	5	.	-9%	.	.	.	3%	95
24) Cc1ccc(S(=O)(=O)c2c(C)cc(C)nc2Cl)c(C)c1
→ .	.	-2	-6%	2	119	119	-1%	.
25) CCCn1c(CCc2ccccc2)nnc1SCC(=O)N1CCOCC1
→ 84	15	-5	-6%	5	114	114	-13%	98
26) CCC(=O)NCCn1ccc2ccccc21
→ 91	7	-19	-5%	19	52	52	0%	98
27) COc1cc(/C=N/NC(=O)CCc2c(C)n[nH]c2C)ccc1O
→ 97	-1	-14	-2%	14	182	182	-2%	96
28) CCCC(=O)Nc1ccc(C(=O)N/N=C2\CC(=O)CC(C)(C)C2)cc1
→ .	.	-13	-14%	13	186	186	-6%	.
29) CCn1c(=N)n(CC(=O)C(C)(C)C)c2ccccc21
→ 102	-9	-8	8%	8	148	148	4%	93
30) Cc1ccc2cc(C(c3nnnn3Cc3ccccc3)N3CCc4ccccc43)c(=O)[nH]c2c1C (configuration not stated)
→ 45	7	-12	25%	12	76	76	-20%	53
31) N#CCCn1cc(/C=N/O)c(-c2ccc(Cl)cc2)n1
→ 92	3	0	-16%	0	136	136	5%	95
32) COC(=O)c1oc2c(c1C)C1(CCC2)SCCS1
→ 53	-16	-31	15%	31	155	155	0%	37
33) Cc1ccc(-c2cc(-c3nnc(SCC(=O)N(C)CCC#N)n3N)c3ccccc3n2)cc1
→ 79	-7	2	-42%	-2	196	196	-5%	72
34) COCCNC(=O)C(c1ccc(C)o1)N(Cc1ccc(F)cc1)C(=O)Cn1nnc2ccccc21 (configuration not stated)
→ 67	14	-8	.	8	141	141	.	81
35) O=C(c1nc2ccccc2s1)N1CCN(c2ccccn2)CC1
→ 95	-6	-18	33%	18	123	123	-5%	89
36) CCCC(=O)Nc1ccccc1N1CCN(C(=O)C(C)C)CC1
→ 87	4	11	-18%	-11	102	102	-5%	91
37) CCOc1ccc2nc(NC(=O)CSc3nnnn3C3CCCCC3)sc2c1
→ 2	-1	-5	13%	5	151	151	-6%	2
38) COc1cc(C(=O)OCCN2CCCCC2)ccc1O
→ .	.	-4	-8%	4	142	142	0%	.
39) COc1cc(NC(=O)CN2c3cccc4cccc(c34)S2(=O)=O)cc(OC)c1OC
→ 77	2	-14	-5%	14	115	115	-6%	79
40) CCC(C)N(C(=O)Cn1nnc2ccccc21)C(C(=O)Nc1ccc(F)cc1)c1cccc(OC)c1 (configuration not stated)
→ .	.	0	-26%	0	112	112	-6%	.
41) O=C(C1CCN(S(=O)(=O)N2CCCC2)CC1)N1CCCCC1
→ 90	14	.	2%	.	.	.	10%	104
42) N#Cc1cccc(C(c2nnnn2C2CCCC2)N2CCCCCC2)c1 (configuration not stated)
→ 69	15	-11	-17%	11	166	166	3%	84
43) CC(C)c1cc(C(=O)O)n[nH]1
→ 94	8	9	15%	-9	181	181	3%	102
44) COc1ccc(NC(=O)C(NC(C)=O)C(=O)NCc2ccccc2OC)cc1 (configuration not stated)
→ .	.	2	3%	-2	152	152	-3%	.
45) CC(=O)Nc1cccc(OCC(O)Cn2cnc3ccccc32)c1 (configuration not stated)
→ 72	8	-16	-2%	16	142	142	-9%	80
46) Cc1ccc(S(=O)(=O)N2CCN(C(=O)CN3CCOCC3)C2C(C)C)cc1 (configuration not stated)
→ 90	2	4	-14%	-4	130	130	-7%	92
47) CCN(/C=N/c1sc2c(c1C#N)CCCCC2)CC
→ 61	14	4	-12%	-4	156	156	8%	75
48) Cc1cccc(-n2c(N)c(C(=O)NCCN3CCOCC3)c3nc4ccccc4nc32)c1
→ 52	-20	.	-66%	.	.	.	6%	32
49) N#Cc1nc(COc2cccc(Cl)c2)oc1N1CCN(c2ccccc2)CC1
→ .	.	-8	0%	8	174	174	-5%	.
50) Cc1ccccc1C(=O)NC1CCN(C(=O)N2CCOCC2)CC1
→ 91	6	4	.	-4	98	98	.	97

(next part)
Second line of a record: MRP reversal with doxorubicin	MRP reversal	IL1B NFkB inh	PLAP inhibition	IL1B NFkB pot	IL1B NFkB pot cell count 2 µM	IL1B NFkB inh cell count 2 µM	Bcl-B displacement	MRP reversal cytotoxicity
51) CC(=O)Nc1cc(C(=O)N2CCCC2)ccc1Sc1ccc(C)cc1
→ 91	6	-3	-50%	3	189	189	-15%	97
52) CCC(=O)NC(C)C(c1cccs1)N1CCOCC1 (configuration not stated)
→ 95	10	-11	.	11	140	140	.	105
53) O=C(Nc1ccccc1Cc1ccccc1)C1CC(=O)N(c2ccc3c(c2)OCCO3)C1 (configuration not stated)
→ .	.	6	-83%	-6	136	136	-65%	.
54) Cc1cc(C)c(C(N)=O)c(Nc2ccc3c(c2)OCCO3)n1
→ 74	22	10	.	-10	108	108	.	96
55) O=S(=O)(c1ccc(-c2nnc(SCc3ccccc3)o2)cc1)N1CCCC1
→ 108	4	4	15%	-4	115	115	5%	111
56) Cc1ccc(OCc2nnc(SCc3cc(=O)[nH]c4ccccc34)o2)cc1
→ 90	-5	-5	16%	5	154	154	-2%	85
57) CCCCCOCC(O)CCC(=O)NN (configuration not stated)
→ .	.	-12	20%	12	150	150	4%	.
58) Cc1ccc(-c2noc(CSc3nnc(-c4cccs4)n3C)n2)cc1
→ 108	-10	-6	-10%	6	161	161	-7%	99
59) Cn1c(N)c(C(=O)COC(=O)C2(c3cccc(F)c3)CCCC2)c(=O)n(C)c1=O
→ 74	11	-12	-47%	12	183	183	14%	85
60) CCOC(=O)/C(C#N)=C1/C=CN(C)C(C)=N1
→ 82	5	-2	-8%	2	75	75	-8%	88

Quoted at random: 3 entries already listed, in no set order.
Second line of a record: MRP reversal with doxorubicin	MRP reversal	IL1B NFkB inh	PLAP inhibition	IL1B NFkB pot	IL1B NFkB pot cell count 2 µM	IL1B NFkB inh cell count 2 µM	Bcl-B displacement	MRP reversal cytotoxicity
14) COc1ccc(OC)c(C2C(C#N)=C(N)Oc3cc(C)[nH]c(=O)c32)c1 (configuration not stated)
→ 99	-3	4	-8%	-4	181	181	-7%	95
60) CCOC(=O)/C(C#N)=C1/C=CN(C)C(C)=N1
→ 82	5	-2	-8%	2	75	75	-8%	88
16) O=C(CNC(=S)NC(=O)c1ccco1)c1ccccc1
→ .	.	7	-14%	-7	142	142	-6%	.

Later entries.
Second line of a record: MRP reversal with doxorubicin	MRP reversal	IL1B NFkB inh	PLAP inhibition	IL1B NFkB pot	IL1B NFkB pot cell count 2 µM	IL1B NFkB inh cell count 2 µM	Bcl-B displacement	MRP reversal cytotoxicity
61) CC(/C=C/c1ccco1)=N\NC(=O)c1cc(C)[nH]n1
→ .	.	-2	-75%	2	155	155	12%	.
62) CCCCn1c(N)c(-c2nc3ccccc3s2)c2c([N+](=O)[O-])nn(CC)c(=O)c21
→ 92	-11	-1	22%	1	143	143	6%	81
63) CNC(=O)COC(=O)c1ccc(NC(=O)CC#N)cc1
→ .	.	-5	-27%	5	125	125	0%	.
64) CC1(C)CC(=O)C2=C(C1)N(Cc1ccco1)C(=O)C2(NC(=O)c1cccnc1)C(F)(F)F (configuration not stated)
→ 77	10	0	1%	0	131	131	7%	87
65) CCCOc1c(Br)cc(/C=N/O)cc1OC
→ 64	-34	-22	-26%	22	168	168	-3%	30
66) Cc1noc(C)c1C(=O)OCC(=O)c1ccc[nH]1
→ 82	18	13	-2%	-13	195	195	6%	100
67) CC1=CC(C)C2(CO)COC(c3ccccc3O)C1C2C (configuration not stated)
→ 83	5	5	-38%	-5	166	166	-1%	88
68) COCCOC(=O)C1=C(C)NC2=C(C(=O)CC(C)(C)C2)C1c1cccnc1 (configuration not stated)
→ .	.	-5	-4%	5	183	183	4%	.
69) COc1ccc(NC(=O)CSc2nc3ccccc3c(=O)n2CCC(=O)N2CCCCC2)cc1
→ 52	-12	2	-38%	-2	197	197	-1%	40
